K1F lysis inhibition = protection from phage-mediated lysis, alamar blue read-out – E. coli UTI89, K1F phage, bacterial capsule biogenesis inhibitors (AID 488966) | E. coli UTI89 K1F phage lysis, alamar blue, 2 h; higher % means a stronger effect | inhibition, % at 100 µM; hits with a dose series show IC50 in µM | 340,000 compounds, 0.02% hits;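 active = phage lysis inhibition, versus mean bacterial control, above a set limit; inconclusive = no clear call, values can overlap the other calls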;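 also: capsule biogenesis inhibitors block K1F phage lysis so surviving cells raise fluorescence; higher fluorescence means more inhibition of phage lysis; actives were called in the ten point dose series up to 300 µM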
NTR1 agonist = agonists of NTR1, primary screen, imaging, U2OS cells, beta-arrestin-GFP, high content (AID 493036) | 330,000 compounds, 0.17% hits | NTR1-U2OS beta-arrestin-GFP spot imaging, agonist mode | activation, % at 20 µM | P30989;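 active = activation at or above 40% of the spot to cytoplasm intensity ratio, with at least 20 cells analyzed; inconclusive = wells under 20 cells, flagged as cytotoxic or low count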;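 also: 0% = DMSO without peptide and 100% = 100 nM NTR1 peptide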
Target sequence (P30989 whole entry, looked up): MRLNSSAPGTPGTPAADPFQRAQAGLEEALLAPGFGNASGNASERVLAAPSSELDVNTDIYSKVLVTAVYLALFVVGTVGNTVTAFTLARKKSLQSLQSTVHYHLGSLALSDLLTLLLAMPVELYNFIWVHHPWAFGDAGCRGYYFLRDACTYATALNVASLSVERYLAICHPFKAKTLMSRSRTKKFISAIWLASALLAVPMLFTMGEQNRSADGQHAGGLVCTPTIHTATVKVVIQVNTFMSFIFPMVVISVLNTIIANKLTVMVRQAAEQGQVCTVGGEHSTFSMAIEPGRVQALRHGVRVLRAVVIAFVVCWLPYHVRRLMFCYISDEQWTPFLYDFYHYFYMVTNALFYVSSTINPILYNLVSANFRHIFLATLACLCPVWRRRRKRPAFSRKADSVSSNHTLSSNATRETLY
AID2073 = inhibitors of Mint1-CaV2.2 protein interaction, biochemical, HTRF (AID 2073). HTRF protein-protein interaction, Mint1-CaV2.2; higher % means a stronger effect. inhibition, % at 20 µM; hits with a dose series show IC50 in µM. 290,000 compounds, 0.19% hits; in the data active = inhibition mostly above about 51%, no sharp cut-off; inconclusive = no clear call, values can overlap the other calls; inactive = mostly below about 53%; also: some results filed as inactive read as strong as hits
GPR55 LPI antagonism = GPR55 antagonists blocking LPI-driven arrestin recruitment, primary screen, imaging, U2OS, beta-arrestin-GFP, LPI agonist (AID 2013). one-dose inhibition, % at 10 µM; IC50 in µM for titrated hits. U2OS GPR55 beta-arrestin-GFP translocation imaging, LPI antagonism; higher % means a stronger effect. 290,000 compounds, 0.13% hits;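 active = spots per cell inhibited over 60%, with over 100 cells counted and total cytoplasm intensity under 500,000; inconclusive = wells with under 100 cells, flagged as likely toxic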;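 also: U2OS cells stably carrying GPR55 and arrestin-GFP stimulated by 5 µM LPI near EC80; imaged beta-arrestin-GFP aggregate spots per cell after agonist stimulation; plate controls were LPI-stimulated DMSO wells for no effect and DMSO wells without LPI for full effect; some results filed as inactive read as strong as hits; confirmed hits need IC50 under 10 µM and bright autofluorescent wells are also inconclusive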
GPR55 beta-arrestin = GPR55 agonists via beta-arrestin recruitment, primary screen, imaging, U2OS cells, beta-arrestin-GFP redistribution (AID 1961). U2OS GPR55 beta-arrestin-GFP redistribution imaging; higher % means a stronger effect. 290,000 compounds, 0.048% hits. activation, % at 10 µM, or EC50 in µM where a hit was titrated;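 active = activation above 40% with more than 50 cells counted in the well; inconclusive = wells holding fewer than 50 cells, flagged as toxic or sparse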;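 also: U2OS osteosarcoma cells stably expressing GPR55 and beta-arrestin-GFP; plate controls were DMSO negative control for no effect and LPI positive control for full effect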
HIV fusion peptide = cell-free HIV fusion peptide-binding blockers – biochemical, uHTS, fluorescence dequenching, primary screen (AID 1986). 290,000 compounds, 0.3% hits. cell-free peptide binding, fluorescence dequenching, 30 min; higher % means a stronger effect. inhibition, % at 20 µM; hits with a dose series show IC50 in µM; in the data active = inhibition mostly above about 52%, no sharp cut-off; inactive = mostly below about 76%; also: some results filed as inactive read as strong as hits
NS5 inhibitors = flavivirus cap methylation enzyme inhibition – biochemical, confirmation dose response, primary screen (AID 588689). Dengue-2 NS5 methyltransferase capping enzyme assay, biochemical; higher % means a stronger effect. one-dose inhibition, % at 25 µM; IC50 in µM for titrated hits. 340,000 compounds, 0.3% hits; in the data active = a potency from the dose series; inconclusive = inhibition above about 29% without an active follow-up result
GPR35 antagonists = inhibition of zaprinast-stimulated GPR35 beta-arrestin translocation – imaging, U2OS, beta-arrestin-GFP, zaprinast agonist, primary screen (AID 2058). 290,000 compounds, 0.052% hits. U2OS GPR35 beta-arrestin-GFP translocation imaging, zaprinast antagonism; higher % means a stronger effect. inhibition, % at 10 µM; hits with a dose series show IC50 in µM;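 active = inhibition of at least 50% with at least 30 cells and total cytoplasm GFP at most 10,000,000; inconclusive = under 30 cells or total GFP of 10,000,000 plus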
SIAH1 antagonists = Siah-1 peptide-binding antagonists, primary screen, biochemical, fluorescence polarization, rhodamine-plectin, uHTS (AID 1817); 290,000 compounds, 0.02% hits; Siah-1 / rhodamine-plectin peptide fluorescence polarization; higher % means a stronger effect; displacement, % at 20 µM; hits with a dose series show IC50 in µM;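 active = displacement of at least 50% at 20 µM, with a fluorescence ratio check between 0.3 and a set limit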;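 also: plate controls were Siah plus tracer with DMSO for no effect and tracer alone without Siah for full effect; strong numbers were not always called active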
NTR1 agonist cell count 20 µM = second read-out of NTR1 agonist, no call of its own (marks repeat the call); cell count; measured here: cell count, cytotoxicity flag
NS5 inhibitors pilot replicate = also measured in NS5 inhibitors; calls as there; inhibition, %; measured here: pilot screen replicate inhibition
* = called active by the depositor; ? = inconclusive; . = no result given; [ ] = dose if it differs, or a comment.

SMILES	K1F lysis inhibition	NTR1 agonist	NTR1 agonist cell count 20 µM	AID2073	GPR55 LPI antagonism	GPR55 beta-arrestin	HIV fusion peptide	NS5 inhibitors	GPR35 antagonists	SIAH1 antagonists	others
CC(C)OC(=O)c1c(NC(=O)C2CC=CCC2C(=O)O)sc2c1CCCCC2 (stereo unspecified)	-0.5%	2.0	62	0%	-4%	0.2%	16%	6%	7%	7%
COc1cc(C(=O)N/C(=C\c2cn(C)c3ccccc23)C(=O)NCCCO)cc(OC)c1OC	0.6%	3.6	48	4%	-20%	-0.2%	1.0%	-13%	2%	0%
Cc1ccc2nc(N3C(=O)C(O)=C(C(=O)c4ccco4)C3c3ccc(C)o3)sc2c1 (stereo unspecified)	0.6%	2.9	48	-20%	6%	0.3%	42%	-8%	-8%	0%
COCCN(C(=O)c1ccco1)c1nnc(-c2ccc(F)cc2)s1	0.4%	3.5	55	0%	15%	0.2%	1.0%	-5%	9%	12%
COc1ccc(OC)c(S(=O)(=O)NCCc2csc(-c3cccnc3)n2)c1	-0.1%	-0.8	61	-1%	9%	0.6%	-0.6%	-10%	-11%	-4%
COc1ccc(S(=O)(=O)NCC(c2cccnc2)N2CCN(c3ccccc3OC)CC2)cc1C (stereo unspecified)	-0.3%	.	.	-6%	-15%	-0.1%	-1.8%	-10%	11%	-1%
Cc1cc2ncn(/N=C/c3ccc([N+](=O)[O-])s3)c2cc1C	-2.6%[50 µM]	.	.	10%	-17%	0.3%	2.0%	-9%	8%	38%
NC(=O)CC(NC(=O)c1ccccc1)c1ccc(NC2CCN(Cc3ccccc3)CC2)c([N+](=O)[O-])c1 (stereo unspecified)	-0.1%	-2.1	98	-6%	-3%	-0.2%	-1.3%	4%	-4%	0%
CCOc1ccc2ccccc2c1CNCCN1CCOCC1	-1.5%	-1.2	40	4%	14%	0.2%	2.0%	-7%	8%	7%
COc1ccc(CCNC(=O)C2CCN(S(=O)(=O)N3CCCCCC3)CC2)cc1OC	0.1%	-0.3	81	-6%	-2%	0.3%	5.4%	-2%	20%	-8%
CCOc1ccc(CCNC(=O)CCc2nnc3ccc(N4CCOCC4)nn23)cc1OCC	2.2%	5.5	43	-6%	-12%	-0.3%	-1.0%	-2%	-10%	7%
Nc1nnnn1CC(=O)N/N=C/c1cc([N+](=O)[O-])ccc1O	-0.8%	-0.2	54	4%	-6%	0.7%	2.3%	-4%	-8%	-6%
Cc1n[nH]c(=O)nc1NC(C)c1ccccc1 (stereo unspecified)	2.6%	0.6	50	6%	-3%	0.3%	-2.4%	-2%	10%	2%
CSCC(O)Cn1ncc2ccccc2c1=O (stereo unspecified)	-1.5%	-0.2	55	-3%	-11%	-0.1%	0.2%	12%	1%	1%
O=C(OCC(=O)N1CCc2ccccc21)C1=COCCO1	-0.7%	2.8	89	-6%	4%	-0.3%	-1.1%	-19%	9%	-2%
COc1ccc(OCCCC(=O)NCCc2nc3ccccc3[nH]2)cc1	-0.3%	0.7	45	6%	8%	-0.2%	-0.2%	1%	8%	-4%
CCN(CC)c1ccc(/C=N/Nc2ccccc2)c(O)c1	7.0%	-0.7	70	-21%	-6%	-0.1%	-1.0%	-9%	-12%	1%
CCOc1ccc(NC(=S)NCCCc2ccccc2)cc1	0.0%	1.3	64	-4%	12%	-0.2%	0.7%	2%	1%	4%
Cc1cc(-c2ccc(C)c(S(=O)(=O)N3CCN(c4ccc(F)cc4)CC3)c2)on1	0.1%	5.8	55	11%	1%	0.0%	-0.2%	-6%	-12%	0%
COc1cccc(OC)c1C(=O)NC(=S)N1CCN(c2ccc(C(F)(F)F)cc2[N+](=O)[O-])CC1	0.0%	0.7	42	4%	9%	-0.1%	2.1%	20%	-9%	0%
CCc1cc2c(=O)n(Cc3ccco3)c(SCC(=O)NCC3CCCO3)nc2s1 (stereo unspecified)	1.1%	0.7	73	-6%	2%	-0.2%	2.3%	-5%	-11%	2%
NC(=O)[C@H]1CC2(CC(c3cccc(NC(=O)COc4ccc(Cl)cc4)c3)=NO2)CN1C(=O)[C@H]1CCC(=O)N1 (stereo partly specified)	0.9%	-3.5	98	-3%	14%	-0.2%	-0.6%	-8%	-12%	14%
NC(=O)c1cc(S(=O)(=O)Nc2cccc(Cl)c2)cs1	0.2%	0.4	70	?	-3%	-0.1%	0.1%	1%	-9%	-1%
COC(=O)[C@@H](NC(=O)NCc1cccs1)C(C)C	3.0%	0.4	45	-2%	13%	-0.1%	1.0%	1%	17%	-7%
CC(C)c1nnc(SCC(=O)N2CCOCC2)n1C	-0.1%	-0.9	78	-9%	3%	-0.4%	0.2%	2%	-8%	4%

New compounds follow
SMILES	K1F lysis inhibition	NTR1 agonist	NTR1 agonist cell count 20 µM	AID2073	GPR55 LPI antagonism	GPR55 beta-arrestin	HIV fusion peptide	NS5 inhibitors	GPR35 antagonists	SIAH1 antagonists	others
NC(=O)CC[C@H](NC(=O)OCc1ccccc1)C(=O)OCc1ccc(Cl)cc1	3.5%	-1.2	44	-2%	15%	-0.2%	-1.9%	1%	34%	-4%
N=C1/C(=C\c2coc3ccccc3c2=O)C(=O)N=C2SC(c3ccncc3)=NN12	0.3%	1.6	63	31%	13%	0.0%	146%	-36%	-16%	5%
CCOc1cc(/C=C2/C(=O)ON=C2C)ccc1OCc1ccccc1F	1.4%	75*	38*	8%	16%	0.4%	2.7%	41µM*	4%	-2%
O=C(CCl)N=c1sccn1Cc1ccccc1Cl	0.1%	14	56	0%	10%	1.6%	0.4%	-13%	-10%	-5%
CCOC(=O)c1cc2cc(C)ccc2[nH]1	-0.1%	-5.7	87	10%	-23%	-0.1%	1.0%	-5%	12%	-4%
COc1ccc(CC(=O)Nc2nnc(SCC(=O)NCc3ccco3)s2)cc1OC	0.3%	-0.4	52	18%	-1%	-0.1%	2.5%	2%	-10%	2%
CCCCOC(=O)C1=C(C)Nc2ncnn2C1c1cccc(OC)c1 (stereo unspecified)	0.2%	2.0	77	-1%	-11%	-0.1%	-3.7%	-12%	-4%	-1%	NS5 inhibitors pilot replicate=-0.5
CC1=C(C(=O)OCCOc2ccccc2)C(c2coc3ccccc3c2=O)C2=C(CCCC2=O)N1 (stereo unspecified)	0.0%	0.5	47	4%	-4%	1.1%	-0.2%	-5%	-11%	-3%
Cc1cc(C)c2c3c(sc2n1)C(=O)N(Cc1ccccc1)CC(=O)N3	0.1%	3.8	91	5%	-8%	-0.1%	0.5%	-6%	21%	8%
CC1CCN(C(=O)CN2C(=O)C(C)(C)Oc3ccc(C(=O)NC(C)C)cc32)CC1	0.0%	-0.3	53	7%	0%	-0.2%	-1.9%	-6%	11%	-1%
COc1ccc(N2CCN(CCCNC(=O)CN3CCN(Cc4ccccc4C)C3=O)CC2)cc1	13%	-1.4	37	21%	9%	-0.1%	-3.0%	-5%	1%	3%
CC(C)(C)NC(=O)C(c1ccncc1)N(C(=O)Cn1nnc(-c2ccc(F)cc2)n1)c1ccccc1 (stereo unspecified)	0.3%	0.4	42	-7%	0%	-0.1%	-1.3%	.	5%	-3%
Cc1nnc(-c2cnn(-c3ccccc3)c2N)n1Cc1cccc(C(F)(F)F)c1	0.0%	12	82	-8%	1%	0.0%	-2.3%	-3%	-1%	-6%
CC(C)(C)C1CCc2onc(C(=O)O)c2C1 (stereo unspecified)	0.1%	0.7	49	25%	-11%	0.5%	-0.5%	1%	4%	5%
Cc1[nH]nc(N=CC2=C(O)CC(c3ccco3)CC2=O)c1-c1ccc(Cl)cc1 (stereo unspecified)	-2.3%	12	87	9%	-4%	-0.2%	0.6%	-2%	-11%	3%
O=C(O)CC(SCc1ccc(C(=O)O)o1)C(=O)O (stereo unspecified)	4.1%	1.2	44	8%	1%	0.5%	4.2%	-6%	-15%	4%
COc1ccc(CNS(=O)(=O)c2ccc3c(c2)CCN3C(=O)C2CC2)cc1	-0.8%	1.2	50	-2%	6%	-0.1%	3.0%	0%	-6%	-2%
Cc1cc(C)c2nc(NC(=O)c3ccc(OCC4CCCO4)cc3)sc2c1 (stereo unspecified)	0.2%	4.9	84	14%	-19%	0.0%	-2.5%	-8%	0%	-2%
CCN1C(=O)C2(C(C#N)=C(N)Oc3n[nH]c(C(C)C)c32)c2ccccc21 (stereo unspecified)	0.5%	-1.9	95	3%	9%	-0.1%	-1.5%	2%	7%	-5%
COc1cc(/C=N/NC(=O)CC#N)ccc1Oc1nc(Cl)ncc1F	0.1%	-0.3	53	?	-9%	-0.1%	1.3%	-8%	12%	3%
O=C(CC(C(=O)N1CCc2ccccc21)n1ccnc1)NCc1cccnc1 (stereo unspecified)	-1.4%	0.5	76	2%	-6%	0.7%	-1.9%	-1%	2%	-6%
Cc1cc(C(C)(C)C)ccc1OCCCCN1CCCC1	3.0%[50 µM]	0.0	61	-1%	7%	0.3%	2.3%	-1%	-1%	-3%
O=C(N/N=C/c1cccc(F)c1)NC1CCCCC1	0.1%	-0.5	91	4%	6%	-0.2%	2.8%	1%	-9%	1%
CCOC(=O)NC(Nc1sc2c(c1C(N)=O)CCCC2)(C(=O)OCC)C(F)(F)F (stereo unspecified)	-0.4%	-0.3	59	-9%	12%	-0.1%	3.3%	10%	22%	2%
COC(=O)c1ccc(Cl)c(NS(=O)(=O)c2ccc3c(c2)OCCO3)c1	-0.1%	-0.4	75	5%	-4%	0.4%	2.5%	-5%	-2%	4%
Cc1ccc(S(=O)(=O)N2CCCC(C(=O)NCc3ccccn3)C2)cc1 (stereo unspecified)	0.2%	-0.1	67	-4%	-7%	-0.1%	-1.3%	-2%	-3%	0%
COC(=O)[C@H](Cc1ccccc1)NC(=O)Nc1ccc(C)cc1	0.8%	0.8	52	6%	3%	-0.1%	-0.2%	-3%	-4%	-6%
CCCCc1cc(=O)oc2c(C)c(OCC(=O)NCCN3CCOCC3)ccc12	0.1%	1.1	70	-12%	-3%	-0.2%	0.5%	4%	6%	3%
COc1cc(-c2nc3ccccn3c2/N=C/c2ccccc2)ccc1O	0.4%	2.3	30	8%	6%	-0.1%	6.6%	-6%	19%	3%
Cn1cccc1C(=O)NS(=O)(=O)c1ccccc1Cl	-0.2%	0.8	83	2%	8%	0.3%	-1.2%	-5%	-1%	-6%

Screens: PubChem BioAssay, several laboratories
